# MBD2 inh: inhibitors of human MBD2 binding to methylated oligonucleotide. inhibition, % at 4.4 µM. 370,000 tested, 0.31% active. TR-FRET. AID 686964; in the data active = inhibition above about 13%
# Target sequence (Q9UBB5 whole entry, looked up): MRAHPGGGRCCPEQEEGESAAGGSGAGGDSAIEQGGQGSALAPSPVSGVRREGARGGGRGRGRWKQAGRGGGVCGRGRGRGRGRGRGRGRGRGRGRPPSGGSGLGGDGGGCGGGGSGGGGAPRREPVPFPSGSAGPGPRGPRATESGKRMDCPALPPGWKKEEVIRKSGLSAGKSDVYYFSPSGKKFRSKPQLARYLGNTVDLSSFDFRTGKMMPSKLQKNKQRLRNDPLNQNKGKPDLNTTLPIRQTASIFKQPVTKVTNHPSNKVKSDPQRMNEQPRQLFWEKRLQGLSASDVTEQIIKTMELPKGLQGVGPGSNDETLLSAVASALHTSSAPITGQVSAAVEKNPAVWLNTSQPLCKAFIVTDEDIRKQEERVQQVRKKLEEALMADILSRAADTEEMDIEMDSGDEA
# proKLK7 act: activators of human kallikrein-7 zymogen; purified proKLK7, EDANS-DABCYL substrate fluorescence; 100% is mature enzyme control, 0% vehicle; P49862; 370,000 tested, 0.9% active; activation, % at 7 µM;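 active = activation above the mean of all tested compounds plus 3 SD, computed per campaign excluding outliers beyond control limits, cut at about 13% in these data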
# TDP2 absorb: TDP2 (human) inhibition, absorbance primary screen | inhibition, % at 12.8 µM | 370,000 tested, 0.34% active | recombinant TDP2, T5PNP hydrolysis, p-nitrophenol absorbance 415 nm;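 active = inhibition above the mean of all tested compounds plus 3 SD, set per campaign, cut at about 25% in these data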;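 note: 0% = DMSO with enzyme and 100% = buffer with substrate but no TDP2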
#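 Read-out basis: percent inhibition. System: recombinant human TDP2. Buffer or medium: Mg2+-containing Tris-HCl buffer, pH 7.5. Repeats: single replicate. Timing: reaction 2 h, 37 °C. Benchmarks: high control without enzyme, low control DMSO plus TDP2. Probe or stimulus: 5 mM T5PNP. Doses: 12.8 µM only. Measured by: epi absorbance of p-nitrophenol freed from T5PNP by hydrolysis.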
# PRMT1 inh: PRMT1 (human) inhibition, primary screen | Q99873 | recombinant PRMT1, activity-based probe fluorescence polarization | inhibition, % at 2.79 µM | 370,000 tested, 1.3% active;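 active = inhibition above about 21% made by adding two undisclosed values, limit read from the data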
# SIAE inh: inhibitors of human sialic acid acetylesterase SIAE | SIAE FP-Rh probe binding, fluorescence polarization | inhibition, % at 9.66 µM | 370,000 tested, 0.69% active;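 active = inhibition above a cutoff: mean of compounds within the control limits plus 3 SD of those, cut at about 17% in these data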;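 note: 0% = plate median of compound wells and 100% = probe without SIAE protein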
# DDE Tn7 FP inh: inhibitors of Tn7 peptide binding to human fibrin DD(E) | 370,000 tested, 0.13% active | AID 720508 | FP displacement of FITC-Tn7 peptide from fibrin DD(E); 0% = median of compound wells per plate | inhibition, % at 8.3 µM | P02675;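 active = inhibition above the mean of compounds falling within the control limits plus 3 SD of them, cut at about 14% in these data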;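 note: 0% = plate median of compound wells and 100% = 10 µM Aha-Tn7 peptide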
# Target sequence (P02675 whole entry, looked up): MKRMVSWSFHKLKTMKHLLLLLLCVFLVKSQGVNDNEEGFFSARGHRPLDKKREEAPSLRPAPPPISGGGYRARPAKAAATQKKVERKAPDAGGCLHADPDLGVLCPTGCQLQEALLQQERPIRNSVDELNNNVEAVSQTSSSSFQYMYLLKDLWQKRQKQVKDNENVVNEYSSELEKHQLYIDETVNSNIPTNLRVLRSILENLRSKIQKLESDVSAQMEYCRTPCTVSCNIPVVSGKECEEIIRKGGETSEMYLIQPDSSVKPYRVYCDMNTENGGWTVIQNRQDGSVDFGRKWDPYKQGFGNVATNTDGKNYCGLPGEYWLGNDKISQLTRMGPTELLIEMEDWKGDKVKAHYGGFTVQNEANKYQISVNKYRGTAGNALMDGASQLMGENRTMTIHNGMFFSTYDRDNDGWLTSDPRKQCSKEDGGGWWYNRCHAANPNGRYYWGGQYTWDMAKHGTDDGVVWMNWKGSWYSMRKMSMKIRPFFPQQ
#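 Test system: human clot-derived fibrin DD(E) complex / Quantity: 2 µM final DD(E) protein / Incubation: 10 min plus 3 h, room temperature / Measured by: fluorescence polarization / Benchmarks: high control of 10 µM Aha-Tn7 peptide / Replicates: singlicate testing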
# TCR CD3 inh: inhibitors of human TCR-CD3 interaction; TAMRA-labeled TCR probe fluorescence, biochemical; inhibition, % at 9.4 µM; 360,000 tested, 0.37% active; in the data active = inhibition above about 19%;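 note: recombinant mutant TCR 2C K166C tagged with TAMRA read by polarization; 0% = receptor in buffer alone and 100% = receptor with positive control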
# UHRF1 binding: human UHRF1 methylated DNA binding inhibitors; Q96T88; UHRF1 binding to methylated oligo, TR-FRET; inhibition, % at 4.4 µM; 370,000 tested, 0.75% active; AID 687016; in the data active = inhibition above about 21%;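 note: UHRF1 SRA domain binding a hemimethylated CpG hairpin DNA probe; 0% = median of test compound wells and 100% = reference inhibitor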
# LEDGF integ inh: blocks HIV-1 LEDGF/p75-dependent DNA integration; TR-FRET IN-LEDGF/p75 DNA integration, Eu/Cy5; inhibition, % at 3.7 µM; AID 743269; 370,000 tested, 0.64% active;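 active = inhibition above the screen-wide mean plus 3 SD, cut at about 13% in these data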;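 note: signal is the Cy5 over europium emission ratio at 671 and 618 nm; 0% = plate median of compound wells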
# DDE Tn6 FP inh: DD(E)-Tn6 binding inhibition, primary FP screen; 370,000 tested, 0.21% active; AID 720509; Fibrin DD(E) TRITC-Tn6 fluorescence polarization displacement; inhibition, % at 8.3 µM;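 active = inhibition above a per-campaign cutoff: mean of compounds within control limits plus 3 SD, cut at about 15% in these data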;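 note: 0% = median of all compound wells on the plate and 100% = blocking peptide control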
# * = called active by the depositor; / = no result given.
SMILES	LEDGF integ inh	MBD2 inh	proKLK7 act	DDE Tn7 FP inh	UHRF1 binding	TDP2 absorb	TCR CD3 inh	SIAE inh	PRMT1 inh	DDE Tn6 FP inh
COc1ccccc1Nc1ncnc2sccc12	0	1	0.2	-2	-4	13	3	1	2	1
COc1ccc(C2(C)NC(=O)N(CC(=O)Nc3ccc4[nH]c(=O)[nH]c4c3)C2=O)cc1 (centres undefined)	3	0	0.1	-1	-1	-15	-1	-9	0	4
COc1ccc(NS(=O)(=O)c2cccs2)cc1S(=O)(=O)N1CCCCC1	-3	-6	0.0	5	-1	-3	-5	19*	-1	-6
Cc1onc(-c2c(F)cccc2Cl)c1C(=O)OCC(=O)c1c(N)n(C)c(=O)n(C)c1=O	-5	4	0.7	-1	1	-7	-8	2	3	3
Cc1ccc(C)c(Cc2c(C)nc3c(C(=O)NCc4ccc5c(c4)OCO5)cnn3c2C)c1	-1	5	-0.6	1	3	10	-3	-10	-1	0
Cc1ccc(OCCOC(=O)CCc2nc3ccccc3c(=O)[nH]2)cc1	-3	-3	-0.3	-5	1	0	-5	-6	6	-3
CCCc1c(C(=O)N/N=C/C(C)=C/c2ccco2)nnn1-c1nonc1N	-4	-2	-0.5	-8	-3	-14	1	5	-1	-6
Nc1cccc2c1C(=O)N(C(=O)/C=C/c1ccc(F)cc1)C2=O	-1	1	2.7	3	-4	3	-6	-6	-1	2
COc1c(OC)c(O)c2c(=O)cc(-c3c(O)cccc3O)oc2c1OC	-4	3	0.0	8	-3	-4	9	-4	2	0
CCNc1ccc2c(Cl)cc(=O)oc2c1	-4	-2	25*	9	-3	-1	-8	-4	2	9
Cc1ccc(C(=O)NCC(=O)OCCCOC(=O)CNC(=O)c2ccc(C)c(C)c2)cc1C	2	-4	0.5	5	-1	-1	-1	1	-2	3
Cc1cc(C)cc(NC(=S)N2CCC(c3nc4ccccc4s3)CC2)c1	-7	5	-0.1	1	-1	-10	2	2	1	0
Cc1c2c(nc3nnnn13)CCCC2	1	0	0.4	-5	-4	-11	0	-6	-9	-8
O=S(=O)(NCCC1=CCCCC1)c1ccc(Br)cc1	-1	-7	0.1	0	-1	-3	8	-5	0	-2
CCOC(=O)[C@H]1[C@H]2COc3ccc(C)cc3[C@@H]2N2C(=O)c3cc(OC)c(OC)cc3NC(=O)[C@@]12C	0	-3	0.3	-1	-3	9	0	-1	1	-5
COc1ccc(OC)c(C2CC(=O)Nc3cc(OC)c(OC)c(OC)c32)c1 (centres undefined)	2	-4	-0.3	4	0	-3	0	4	0	-2
COc1ccc(-c2cn(-c3ccc(C)c(C)c3)c(=S)[nH]2)cc1OC	-3	-3	-0.3	6	-1	2	1	3	31*	6
CCS(=O)(=O)c1nc(S(=O)(=O)c2ccc(C)cc2)c(NCCCN(C)C)s1	-2	-2	0.0	1	0	5	3	2	1	-1
CCOc1ccc(-n2c(C)nc3cc(C(=O)NCc4ccc5c(c4)OCO5)ccc32)cc1	2	4	-5.8	-2	-1	-3	-5	-2	4	7
CCOc1ccccc1N1CCN(C(=O)C(Sc2ccccc2)c2ccccc2)CC1 (centres undefined)	3	1	-0.2	3	0	5	-1	2	-2	-1
COC(=O)c1ccc2c(c1)N(C)C(=O)CS2	-1	5	0.1	0	9	2	2	2	-1	-3
Cc1c(C(=O)N2CCC(C)CC2)oc2ccc(S(=O)(=O)N3CCC4(CC3)OCCO4)cc12	0	3	-0.2	2	-3	3	-4	0	1	-10
O=C(Nc1ccccc1N1CCCC1)C1CCN(S(=O)(=O)c2ccccc2)CC1	-4	-1	-0.1	5	-1	4	-1	6	3	-3
CCN(CC)C(=O)CC(c1ccc(OC)cc1)c1c(OC)cc(OC)c2ccc(=O)oc12 (centres undefined)	0	-7	1.4	0	1	0	6	1	-2	6
C/C(=N/NC(=O)CNC(=O)c1cccnc1)c1ccc(Cl)cc1	-3	1	-0.5	3	-1	-11	-5	1	2	7
COc1cccc(-n2c(C)cc(/C=C3/C(=N)N4C(=NC3=O)SN=C4S(C)(=O)=O)c2C)c1	2	-1	-0.3	-9	-3	-7	1	-15	6	0
Cc1cccc(OCC(O)Cn2c(N3CCCCC3)nc3c2c(=O)n(C)c(=O)n3C)c1 (centres undefined)	-4	-1	-0.3	1	0	7	3	3	-2	9
CC(=O)N/C(=N\OCc1ccccc1Cl)c1nonc1NC(C)=O	-2	2	-0.4	-1	4	1	-9	3	1	-5
COC(=O)CN1C(=O)[C@H]2[C@@H](/C=C/c3ccccc3)N3C(=O)CN(Cc4ccccc4)C(=O)[C@@]3(C)[C@H]2C1=O	81*	1	0.7	6	-2	-6	6	3	0	2
Cc1cc(C(C#N)c2cccc(Cl)c2)n2ncnc2n1 (centres undefined)	1	2	0.7	2	0	8	2	2	-5	-9
CC1CCN(CC(=O)NCc2ccco2)CC1	-3	-4	1.2	-1	-1	-6	8	-2	-3	0
COCCn1c(=NC(=O)c2cc3ccccc3oc2=O)sc2cc(S(N)(=O)=O)ccc21	1	0	0.7	4	0	1	1	-28	3	-9
Cc1ccccc1OCCn1cc(C(=S)N2CCN(C)CC2)c2ccccc21	-4	1	-0.1	5	1	9	-12	-4	5	4
Cc1ccc(-c2nc(C#N)c(NCc3ccco3)o2)cc1	10	-4	-3.3	1	-5	-5	3	3	-2	-10
O=C(Nc1ccn(Cc2c(F)c(F)cc(F)c2F)n1)c1ccc(COc2cc(Cl)ccc2Cl)o1	4	-6	-0.2	1	-1	-8	4	-2	-2	7
CN(Cc1ccc(F)cc1)C(=O)CNC(=O)c1ccc2c(c1)OCO2	3	2	0.0	-5	4	0	-2	3	-3	-3
COc1ccccc1Oc1ccc(S(=O)(=O)N2CCOCC2)cc1S(=O)(=O)N1CCOCC1	0	4	-0.4	-1	-1	-1	2	-2	-1	-3
O=C(NCc1ccc2c(c1)OCO2)C1CC(=O)N(CCc2ccc(F)cc2)C1 (centres undefined)	4	-3	0.0	-2	-2	2	3	-2	-1	-3
CCOc1ccc(NC(=O)Nc2ccc3c(c2)nc(C)n3C)cc1	3	-1	0.5	2	-2	4	8	0	0	0
CC(=O)c1ccc(S(=O)(=O)NC2CC(=O)N(c3ccc(C)cc3)C2)cc1 (centres undefined)	-3	4	-0.3	-1	-1	5	-9	5	2	-5
C=CCn1c(SCc2ccc(C#N)cc2)nnc1-c1cccc(OC)c1	-2	-4	-0.4	3	-2	14	11	0	-1	8
CCOC(=O)C1=C(O)/C(=C/c2ccc(OCC(=O)O)c(OC)c2)SC1=Nc1ccc(OC)cc1	7	2	0.3	-9	2	-14	-1	-28	0	2
Fc1ccc(-[n+]2nc(Nc3ccccc3)sc2-c2c3ccccc3cc3ccccc23)cc1	0	-4	1.1	-11	-3	-1	-3	1	-1	-16
CCCOc1cccc(C(=O)NC(=S)Nc2ccc(N3CCN(C)CC3)cc2)c1	1	-3	-0.1	5	14	1	-3	-1	-1	-6
COCCCNC(=O)C[C@H]1C[C@H](C(=O)N2CCOCC2)[C@@]2(C)c3[nH]c4cc(CCC(=O)N(C)C)ccc4c3CCN2C1=O	-2	4	-0.2	-5	-1	0	6	2	-2	-2
N#CCc1ccc(NC(=O)c2ccccc2C(=O)Nc2ccc(CC#N)cc2)cc1	3	-1	-0.2	1	0	12	10	2	0	4
CCOC(=O)C1=C(C)N=C(SC)N(C)C1c1ccccc1 (centres undefined)	-4	0	-0.5	-1	1	3	-7	2	-2	-4
CCO[C@H]1OC(C(=O)O)=C[C@@H](c2cn(C(C)=O)c3ccccc23)[C@@H]1CCCO	-3	4	-0.4	0	0	7	-3	6	-1	0
Cc1ccc(C(=O)NCC(c2ccco2)N2CCc3ccccc32)cc1C (centres undefined)	-3	3	-0.3	-4	1	-8	-2	-1	1	-15
Cc1ccc(-n2c(O)c(/C=N/NC(=O)C3COc4ccccc4O3)c3ccccc3c2=O)cc1 (centres undefined)	0	0	-2.2	3	-4	1	20*	7	0	4
Cc1ccc(-c2nc(-c3ccccc3)no2)cc1	-3	0	0.5	-1	-1	3	1	0	-4	1
CC(=O)Nc1ccc(NC(=O)CNC(=O)c2sc3ccccc3c2Cl)cc1	2	7	-0.5	3	0	-4	-7	-10	-1	9
O=C(NC1=N[C@@]2(C=C3CCCCC3n3c(=O)n(-c4ccccc4)c(=O)n32)CN1Cc1ccccc1)c1ccccc1 (some centres undefined)	-1	1	0.0	4	0	2	/	2	0	2
CCc1ccc(C(=O)COC(=O)c2cncc(Br)c2)cc1	-2	-6	0.5	1	0	0	-3	-1	0	-2
O=C(NCCc1ccc(Cl)cc1)C1CCC(=O)N1Cc1ccccc1Cl (centres undefined)	-2	-4	-0.1	4	0	2	-6	1	-2	-3
COc1cccc(NC(=O)CSC2=C(C#N)C(c3ccco3)C3=C(CCCC3=O)N2)c1 (centres undefined)	-1	0	0.8	-1	-1	5	0	-4	1	0
N#CC1=C(N)NC(SCC(=O)O)=C(C#N)C12CCCC2	2	-1	-0.2	3	2	2	0	3	1	0
Clc1cccc(-c2ccc(/C=N/n3cnnc3)o2)c1	1	-2	-0.1	2	-4	2	4	-10	-3	8
O=C1CCCC/C1=C/NCc1ccc(F)cc1	-2	-2	0.1	7	0	0	4	-1	-2	-4
O=C(NCc1ccccc1)C1C(c2ccc3c(c2)OCO3)=Nc2ccccc2N1C(=O)c1cccc(C(F)(F)F)c1 (centres undefined)	0	-2	-14	6	0	-1	3	-20	-2	6

# Next section:
SMILES	LEDGF integ inh	MBD2 inh	proKLK7 act	DDE Tn7 FP inh	UHRF1 binding	TDP2 absorb	TCR CD3 inh	SIAE inh	PRMT1 inh	DDE Tn6 FP inh
Cn1nnnc1SCCNCc1ccc(Cl)cc1	2	-4	0.2	5	-4	1	5	-3	8	7
CCCN(CCC)CC(O)CN(c1ccccc1)S(=O)(=O)c1ccc(C)cc1 (centres undefined)	1	-3	0.2	1	0	-5	0	11	-4	1
Cc1cccc2c(N=Nc3ccccc3)c(O)[nH]c12	-1	1	-0.7	-3	1	-5	-8	5	9	-3
Cc1ccc(OCC(=O)N2CCCCCCC2)cc1	0	8	-0.2	-2	6	-13	-2	-8	6	-2
NC(=O)c1ccsc1NC(=O)COC(=O)c1ccc(Cl)cc1	4	-2	0.2	-7	2	-5	3	-2	2	3
Cc1cc(C(=O)COC(=O)c2ccc(Cl)c(S(N)(=O)=O)c2)c(C)n1CC1CCCO1 (centres undefined)	-1	0	0.5	-6	-2	6	-2	-2	2	-3
CCOC(=O)c1c(C)n(C)c2ccc(OC)c(NC(=O)CN3CCC4(CC3)OCCO4)c12	-3	0	-0.3	10	2	1	2	-5	0	-5

# Assay outcomes deposited in PubChem by The Scripps Research Institute Molecular Screening Center.
